# FEN1 inhibitor = qHTS Assay for the Inhibitors of Human Flap endonuclease 1 (FEN1); P39748; 390,000 tested, 0.35% active; Potency, µM (top dose mostly 114 µM), for inactives: at the highest dose activity change, negative = inhibition, most hits filed as inhibitors; Recombinant FEN1 flap cleavage, fluorescence, 15 min; active means well fitted inhibition curve with a large enough effect; inconclusive means small, poorly fitted or top-dose-only effect; inactive means no such curve, though single readings can be large or run the other way; further: nearly all actives have a fitted effect of over 65% in size
# Target sequence (P39748 whole entry, looked up): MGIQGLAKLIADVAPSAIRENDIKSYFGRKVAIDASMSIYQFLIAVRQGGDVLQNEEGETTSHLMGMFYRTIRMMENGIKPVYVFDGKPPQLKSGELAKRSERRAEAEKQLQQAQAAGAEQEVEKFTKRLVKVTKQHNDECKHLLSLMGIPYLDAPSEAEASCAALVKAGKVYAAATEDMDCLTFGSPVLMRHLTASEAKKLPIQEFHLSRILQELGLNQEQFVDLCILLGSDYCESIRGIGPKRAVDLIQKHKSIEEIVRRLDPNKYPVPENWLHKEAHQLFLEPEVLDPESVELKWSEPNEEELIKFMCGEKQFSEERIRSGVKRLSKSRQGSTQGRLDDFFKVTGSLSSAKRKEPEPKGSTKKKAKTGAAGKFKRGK
#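 In this screen, 50 nM flap DNA substrate was added to 10 nM FEN1 pretreated with compound for 15 min at room temperature; cleavage was followed with reads at 0 and 15 min, and Hill fitting gave concentration–response parameters.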
# Starred values were filed as active, the others as inactive; ? = inconclusive; & = joins results of further samples. On the % scale 0 is the no-effect control and ±100 the full control effect; potency means the concentration at half of the fitted maximal effect. An excerpt. The share of hits here may be higher or lower than overall.
SMILES,FEN1 inhibitor
CC(CNC(=O)CCc1ccccc1)NC(=O)CCc1ccccc1 (stereo not given),6.7%
O=C(Nc1ccncc1)C1C(=O)c2ccccc2N(Cc2ccccc2)C1=O (stereo not given),10.0%
C(=NOCCc1ccccc1)c1cccnc1,-1.9%
CC(=O)c1ccc(Nc2nc(-c3ccccc3)nc3ccccc23)cc1,8.8%
COc1ccc(CCNC(=O)CNS(=O)(=O)c2ccc(Cl)cc2)cc1,-6.6%
CC(=O)C1CCC2C3CC=C4N(C)C(=O)CCC4(C)C3CCC12C (stereo not given),-7.9%
CC1(C)c2[nH]c3ccccc3c2C[C@@H]2C(=O)N(c3ccc(F)cc3F)C(=O)N21,-3.3%
Cc1cn(C(C)C)c(=O)n(-c2ccccc2)c1=O,10.4%
Cc1cc(CCNC=O)c(C)c2c1oc1ccccc12,-5.0%
N#CC(CC(=O)c1ccc(Cl)cc1)c1ccccc1 (stereo not given),-11.7%
CN1/C(=C/C(=O)COC(=O)CN2C(=O)C3CC=CCC3C2=O)C(C)(C)c2ccccc21 (stereo not given),-23.6%
O=S(=O)(c1ccccc1)N1CCN(Cc2ccccc2)c2ccccc21,-4.4%
COc1cccc(OC)c1C(=O)Nc1ccccc1Sc1ccccc1,?
COc1ccc(C2Nc3ccccc3C(=O)N2Cc2ccccc2)cc1COc1ccccc1F (stereo not given),3.4%
COCCNC(=O)C1CC(c2ccc(C(F)(F)F)cc2)=NO1 (stereo not given),1.1%
CCCCN(C(=O)c1cccc(S(=O)(=O)N(CC)c2ccccc2)c1)c1c(N)n(CCCC)c(=O)[nH]c1=O,10.7%
CC1(C)SC2c3ccccc3C(=O)N2C1C(=O)O (stereo not given),-2.9%
O=C(Cc1ccccc1)c1ccc(O)cc1O,-5.0%
COc1ccc(NS(=O)(=O)c2cc(OC)ccc2OC)cc1,6.5%
C#CCOCCOCCOCCNc1nc(N2CCN(C(=O)[C@H]([C@@H](C)O)n3cc(CCCCN)nn3)CC2)nc(N2CCN(C(=O)[C@H](C)n3cc(CCC(=O)O)nn3)CC2)n1,29.4%
COCC(=O)N1CCc2ccc(NC(=O)c3ccc(C(F)(F)F)cc3)cc2C1,-3.0%
COc1ccc(C(=O)NCC(c2ccco2)N2CCCCC2)cc1S(=O)(=O)Nc1ccc(C)cc1 (stereo not given),0.9%
C[n+]1ccnc2ccccc21,9.9%
Cc1ccccc1S(=O)(=O)N1C[C@H]2CON(C)[C@H]2C[C@H]1c1cccc(N2CCOCC2)c1,0.3%
Cc1ccc(NC(=O)c2ncn(CCCNCCCc3ccccc3)n2)cc1C,-3.4%
C[C@@H](NCCCn1cnc2c(OCc3ccccc3)ncnc21)c1cccc2ccccc12,?
CC(CCc1ccccn1)(CCc1ccccn1)C(=O)c1ccccc1,-7.3%
COc1cc2c(oc(=O)c3cc(C)cc(OC)c32)c2c(C3OC(C)C(O)C(C)(O)C3O)ccc(O)c12 (stereo not given),3.55µM*
COC(=O)C1=C(\O)CCCC/C=C\1C(=O)O,-4.6%
CCCN1CNc2c(c(=O)[nH]c(=S)n2Cc2ccc(OC)c(OC)c2)C1,-8.1%
O=C1CCCCC1Nc1ccc2ccccc2c1 (stereo not given),-0.2%
COc1cc(C(=O)N2CCN(CC(O)COc3ccccc3)CC2)cc(OC)c1OC (stereo not given),9.1%
OC1c2cc(Cl)ccc2-c2c(Cl)cc(Cl)cc21 (stereo not given),-5.1%
C[C@H](NC(=O)COc1ccccc1)C(=O)OCC(=O)c1cc2ccccc2o1,1.7%
CN(Cc1ccccc1)C(=O)c1cccc(NC(=O)Cc2ccc(NC(=O)C3CCCN(C(=O)C4CCCCC4)C3)cc2)c1 (stereo not given),7.6%
COc1ccc(CN(Cc2ccccc2)C(=O)c2ccc(O)cc2)cc1COc1ccc(NC(C)=O)cc1,-4.6%
COC(=O)C1N2C(=O)N(C)[C@H](C(=O)OC)[C@H]2SC1(C)C (stereo not given in full),19.0%
Cc1ccc(OCc2nnc(SCC(=O)N3CCc4ccccc43)n2C)cc1,-2.5%
Cc1ccc(NC(=O)c2ncn(CCCN(C)CCc3ccccn3)n2)cc1C,-6.2%
COc1nc(=O)n(C2OC(CO)C(O)C2O)cc1C (stereo not given),-3.2%

# 5 entries already listed, arranged by their value in FEN1 inhibitor, smallest number first.
SMILES,FEN1 inhibitor
COc1ccc(CN(Cc2ccccc2)C(=O)c2ccc(O)cc2)cc1COc1ccc(NC(C)=O)cc1,-4.6%
COc1nc(=O)n(C2OC(CO)C(O)C2O)cc1C (stereo not given),-3.2%
COCC(=O)N1CCc2ccc(NC(=O)c3ccc(C(F)(F)F)cc3)cc2C1,-3.0%
Cc1ccccc1S(=O)(=O)N1C[C@H]2CON(C)[C@H]2C[C@H]1c1cccc(N2CCOCC2)c1,0.3%
CN(Cc1ccccc1)C(=O)c1cccc(NC(=O)Cc2ccc(NC(=O)C3CCCN(C(=O)C4CCCCC4)C3)cc2)c1 (stereo not given),7.6%

# The results go on.
SMILES,FEN1 inhibitor
CCN(CC)CC(C)(C)C(=O)/C=C/c1ccc(/C=C/C(=O)C(C)(C)CN(CC)CC)cc1,?
O=C(NCc1cccs1)[C@@H]1CCCN1S(=O)(=O)c1ccccc1F,-1.9%
CCOC(=O)/C=C1\NC2(CCCCC2)Cc2cc(OC)c(OC)cc21,-10.4%
CN(C)c1ccc(/C=C/c2cc(=O)[nH]c3ccccc23)cc1,-12.8%
Oc1ccc2ccccc2c1CN1CCCCC1,8.9%
CCOc1ccccc1C=NNc1ccc([N+](=O)[O-])cn1,7.2%
CCOC(=O)C1C2C=CC3(CN(c4ccccc4CC)C(=O)C13)O2 (stereo not given),-1.8%
O=C(OCC(O)C(O)C(O)C(SCc1ccccc1)SCc1ccccc1)c1ccccc1 (stereo not given),3.2%
Cc1ccc(NC(=S)NC(=O)c2cncc(Br)c2)cc1Cl,1.7%
CN(C(=O)c1cccc(NC(=O)Cc2ccc(NC(=O)C3CCN(C(=O)C4CCC4)CC3)cc2)c1)C1CC1,15.5%
COc1ccc(/C=C/c2cc[n+](C)c3ccccc23)cc1OC,44.7µM*
Cc1[nH]c(N)nc(=S)c1CCCNc1ccccc1,-1.0%
CN(CCc1ccccc1)C(=O)c1cccc(NC(=O)Cc2cccc(NC(=O)C3CCN(C(=O)C4CCCC4)CC3)c2)c1,2.7%
O=C(NNC(=O)c1ccc2ccccc2c1)c1ccc(Cl)cc1,-5.2%
O=C(O)C(c1ccccc1)C1CCCCC1O (stereo not given),20.1%
CC(Oc1ccc(Br)cc1)C(=O)Nc1ccc(S(=O)(=O)NC2=NCCCCC2)cc1 (stereo not given),-6.3%
COCCCN1CC23C=CC(O2)C(C(=O)OC)C3C1=O (stereo not given),2.3%
COc1ccc2cc(CNCCOCCOCCNCc3ccc4cc(OC)ccc4c3)ccc2c1,39.8µM*
COc1cc(Br)cc2cc(C(=O)OC3CCN(C)CC3)c(=O)oc12,5.0%
CC1CCCC12NC(=O)NC2=O (stereo not given),2.8%

# Two records picked at random from the list so far, as already listed:
SMILES,FEN1 inhibitor
CN(C)c1ccc(/C=C/c2cc(=O)[nH]c3ccccc23)cc1,-12.8%
CC1CCCC12NC(=O)NC2=O (stereo not given),2.8%

# The list continues:
SMILES,FEN1 inhibitor
C1=C/C(=C2/C=Cc3ccccc32)c2ccccc2N1,-10.4%
Cn1c(=O)c2[nH]c(COc3ccccc3)nc2n(C)c1=O,1.2%
CCCN1CNc2c(c(=O)[nH]c(=S)n2CCc2ccccc2C)C1,14.0%
CCOC(=O)/C=C/c1ccc2c(c1)S(=O)(=O)N(Cc1ccc(OC)cc1)[C@H]2CC(=O)OCC,5.7%&1.9%
CCCn1c(SCC(=O)Nc2cc(C)on2)nc2c1c(=O)n(C)c(=O)n2C,4.5%
O=C(CCCl)Nc1cccc2cccnc12,22.0%
O=C(CN1C(=O)c2ccccc2S1(=O)=O)c1ccc(Cl)cc1Cl,-1.9%
CCNC(=O)c1ccc2nc(-c3ccccc3)c(-c3ccccc3)nc2c1,5.6%
O=C1NC[C@H](Cc2ccccc2)N(CC2CCN(CC3CCCC3)CC2)C1=O,3.6%
c1cc(CNCCN2CCNCC2)ccn1,9.6%
Cc1ccc(NC(=O)c2nc(S(=O)(=O)Cc3ccccc3F)ncc2Cl)cc1C,1.8%
CN(C)c1ccc(/C=C/c2ccc3cc(F)ccc3n2)cc1,2.8%
COc1ccc(CNCCCNCc2ccc(OC)c(OC)c2)cc1OC,10.9%
CC(C)OCCCNc1nc2c(cnn2C)c(=O)[nH]1,-1.7%
CCN(C(=O)COC(=O)c1nc(Cl)ccc1Cl)c1c(N)n(Cc2ccccc2)c(=O)[nH]c1=O,-1.8%
CCCCN1CCC(=O)NC1=O,14.2%
CC(C)(C)OC(=O)N1CCC(C(=O)Nc2cccc(C(=O)NCc3ccccc3)c2)CC1,-2.0%
COc1ccccc1NS(=O)(=O)c1cccc(C(=O)NCC2(N3CCCCC3)CCCCC2)c1,-3.4%
O=C(Nc1ccc(Cl)cc1)c1ccc2c(c1)S(=O)(=O)c1ccccc1C2=O,-3.1%
COc1ccc(-c2cn3c(C)c(C(=O)N4CCCc5ccccc54)sc3n2)cc1,-17.3%
COc1cc(N(C)C)ccc1/C=C/c1ccnc2ccccc12,-6.1%
CCOc1ccc(-c2cc(C(=O)N3CCC(C)CC3)c3ccccc3n2)cc1,0.8%
COC(C/C=C\[C@@H](O)[C@@H](C)OCc1ccccc1)OC,3.2%
Cc1ccc(S(=O)(=O)N2CCOCC2)cc1C(=O)NC1CCN(Cc2ccccc2)CC1,-19.1%
O=C1c2ccccc2C(=O)N1CC1CO1 (stereo not given),6.9%
NC(=S)N1N=C(c2ccccc2)CC1=O,-12.8%
CN(c1ccccc1)c1ncccn1,4.6%
Cc1cccc(C)c1-c1ccc(CN2C(CC(C)C)C(=O)N(Cc3cn(CCO)nn3)CCS2(=O)=O)cc1 (stereo not given),-21.5%
CC(C)CNC(=O)C1(N2C(=O)c3ccccc3C2=O)CCCC1,-5.8%
CC1CCc2c(sc3nc(C4CC4)nc(N4CCN(C(=O)c5ccco5)CC4)c23)C1 (stereo not given),-13.9%
CCCCCCCCCCCCCC(=O)NO,2.8%
CC(C)(C)CC(C)(C)Nc1c(-c2ccc(O)cc2)nc2cnccn12,0.5%
CC(C)C[C@H]1CN([C@@H](CC(C)C)CN2CCCC2CN2C(=S)NC[C@@H]2Cc2ccc(O)cc2)C(=S)N1CCc1ccccc1 (stereo not given in full),-15.1%
Cc1ccccc1Cn1c(=O)c2c(nc3n2CCN3Cc2ccco2)n(C)c1=O,-6.8%
CC(=O)C1CCC2C(CCC3=CC(=O)CCC32)C1 (stereo not given),1.5%
CN(C)c1ccc(C=C2C(=O)c3ccccc3C2=O)cc1,-4.0%
CSCCC(NC=O)C(=O)NC(C)C(=O)O (stereo not given),-16.4%
COc1ccc(C(=O)Nc2c(N)nc[nH]c2=O)cc1,0.5%
COC(=O)c1ccccc1NC(=O)Cn1cnc2c(cnn2-c2ccc(C)c(C)c2)c1=O,-2.0%
O=C(c1ccc(S(=O)(=O)N2CCCCCC2)cc1)N1CCN(c2ccccc2F)CC1,7.6%

# An excerpt from above in order of SMILES length, falling.
SMILES,FEN1 inhibitor
COc1ccc(C(=O)Nc2c(N)nc[nH]c2=O)cc1,0.5%
CSCCC(NC=O)C(=O)NC(C)C(=O)O (stereo not given),-16.4%
O=C1c2ccccc2C(=O)N1CC1CO1 (stereo not given),6.9%

# Continued:
SMILES,FEN1 inhibitor
COc1ccccc1NS(=O)(=O)c1cccc(C(=O)N/N=C(/C)c2ccc(-n3ccnc3)cc2)c1,-1.2%
CC(Oc1ccccc1)C(=O)N[C@@H]1C(=O)N2[C@@H]1SC(C)(C)[C@@H]2C(=O)OCc1ccccc1 (stereo not given in full),-14.9%
O=c1[nH]c(=S)[nH]cc1Oc1ccc(Cl)cc1,6.4%
Cc1cc2c(cc1C)NC(=O)CC(c1ccccc1)=N2,6.9%
Clc1cccc[n+]1CCc1ccccc1,-21.0%
O=S1(=O)CCS(=O)(=O)C1c1ccccc1,-1.7%
CCN(CC)c1ccc(/C=C/c2c(C)cnc3ccccc23)cc1,-21.9%
CCc1ccc(/C(C)=N/NC(=O)CNC(=O)/C=C/c2ccco2)cc1,44.7µM*
COc1ccc(C(=O)Cn2c(N3CCCCC3)nc3c2c(=O)n(C)c(=O)n3C)cc1OC,-6.1%
O=C(CCBr)Nc1cccc2cccnc12,-21.5%
CC(=NNC(=O)c1ccncc1)c1ccc2ccccc2c1O,3.4%
CC(C)C[C@@H](CN)NC(=O)c1nc[nH]c1C(=O)N[C@@H](CC(C)C)C(=O)CNC[C@H](C)NC(=O)c1nc[nH]c1C(=O)N[C@@H](CC(=O)O)C(=O)O,5.3%
COC(=O)c1cccc2c(C(=O)O)cc(-c3ccccc3)nc12,-3.6%
O=C(NCCc1nc2ccccc2n1CCCOc1ccccc1Cl)C1CCCCC1,7.5%
CCOC(=O)C(C#N)(Cc1ccc2ccccc2n1)Cc1ccc2ccccc2n1,3.8%
CC(C(=O)c1ccccc1)[n+]1ccc(Cl)c2ccc(Cl)cc21 (stereo not given),-19.5%
CCOC(=O)c1ccc(S(=O)(=O)N2CCN(C3CC(=O)N(c4ccc(OC)cc4)C3=O)CC2)cc1 (stereo not given),8.3%
O=C(NCCc1nc2ccccc2n1CCCOc1ccc2ccccc2c1)C1CCCCC1,-20.1%
COc1ccccc1N(C)S(=O)(=O)c1ccc(C(=O)Nc2cc(OC)c(OC)c(OC)c2)cc1,?
N#CCc1ccc(OC(=O)c2ccncc2)cc1,-1.4%
O=C(CNC(=O)c1ccccc1)OCC(=O)c1ccc2ccccc2c1,4.8%
CCOC(=O)N1CCC(NC(=O)c2oc3c(C)c(C)ccc3c2C)CC1,5.1%
CC(=O)Nc1cc2c(c([N+](=O)[O-])c1C)C(C)(C)CC2(C)C,-1.7%

# Screening data (PubChem BioAssay)
